RNase H inhibition: RNase H inhibition, HIV 1 Gag Pol polyprotein, FRET biochemical assay, screening (AID 372); one-dose inhibition, % at 10 µM; IC50 in µM for titrated hits; HIV-1 RT RNase H, FRET RNA/DNA substrate fluorescence; higher % means a stronger effect; 0.77% of 100,000 active; in the data active = inhibition above about 50%
The depositor's hits bear a star. These rows are one share of the data; rates above refer to the full screens.

Molecule | RNase H inhibition
CCn1c(O)c(N=NC(=O)C(O)(c2ccccc2)c2ccccc2)c2ccccc21 | 3%
O=Cc1ccc(-c2ccc(Br)c(Cl)c2)o1 | 39%
COc1cc(/C=C(\C#N)c2nc3ccccc3[nH]2)ccc1OCc1ccc(Cl)cc1Cl | 7%
C/C(=N/n1cnnc1)c1ccc(NS(=O)(=O)c2ccc(Br)cc2)cc1 | 0%
COc1cccc(OCCCCOc2cccc(C(F)(F)F)c2)c1 | 6%
O=C(NCCCO)C(=O)NCc1ccc(Cl)cc1 | 2%
COc1ccc(C(NC=O)c2ccc(OC)c(OC)c2)cc1 (stereo not given) | 8%
CCc1nc2ccccc2c(NC(=O)CN2CCOCC2)c1C | 11%
CCN1C(=O)/C(=C\c2ccc(-c3ccc(I)cc3)o2)SC1=S | 7%
O=S(=O)(c1ccc(Cl)c(Cl)c1Cl)N1CCN(c2ccc(F)cc2)CC1 | 24%
O=S(=O)(Cc1ccccc1)CC(O)COCc1ccc(Cl)cc1 (stereo not given) | 0%
COc1cc(/C=C2\SC(N)=NC2=O)cc(Br)c1OC(=O)c1cccc2ccccc12 | 35%
CCc1ccccc1NC(=O)c1ccc(Cl)c([N+](=O)[O-])c1 | 8%
Cc1ccc(C(=O)Nc2c(C)cccc2C)c(Cl)c1 | 27%
CCOc1ccc(NC(=O)CN(c2ccc(C)cc2)S(=O)(=O)c2ccc(OCC)cc2)cc1 | 0%
O=C1NC(=O)N(c2cccc(Br)c2)C(=O)/C1=C/c1ccc(O)cc1 | 3%
COc1ccccc1OCCCCOc1cccc2ccccc12 | 22%
Cc1ccc(COc2ccc(C=C3C(=O)NC(=O)NC3=O)cc2)cc1 | 22%
CCOc1ccc(C(=O)Nc2ccc(NC(=O)c3ccco3)c(OC)c2)cc1[N+](=O)[O-] | 4%
Cc1ccc(N=Cc2ccc3ccccc3c2)c(O)c1 | 37%
O=C(N/N=C/c1ccc(Cl)cc1Cl)c1ccc[n+](Cc2ccccc2)c1 | 20%
CCN(CC)c1ccc(NC(=O)COc2cccc(C)c2)cc1 | 33%
CCc1ccccc1NC(=O)CN(c1ccc(OC)cc1)S(=O)(=O)c1ccc(C)c([N+](=O)[O-])c1 | 14%
CC1=C(C(=O)Nc2ccccc2C)C(c2ccc(C)cc2)NC(=O)N1 (stereo not given) | 1%

Molecules listed so far that have a furan ring, fused or not, in the order listed:
Molecule | RNase H inhibition
O=Cc1ccc(-c2ccc(Br)c(Cl)c2)o1 | 39%
CCN1C(=O)/C(=C\c2ccc(-c3ccc(I)cc3)o2)SC1=S | 7%
CCOc1ccc(C(=O)Nc2ccc(NC(=O)c3ccco3)c(OC)c2)cc1[N+](=O)[O-] | 4%

New compounds follow:
Molecule | RNase H inhibition
COC(=O)C1=CN(Cc2cccs2)C=C(C(=O)OC)C1c1cc(OC)c(OC)c(OC)c1 | 13%
CCOC(=O)c1c(NC(=S)NC(=O)c2ccn(C)n2)sc2c1CCCC2 | 0%
COc1cc([N+](=O)[O-])ccc1N/C=C(\C#N)c1nc(-c2cc3cc(Br)ccc3oc2=O)cs1 | 10%
COc1ccc(C(=O)NCCC2=CCCCC2)cc1OC | 5%
C/C(=N\NC(=O)c1ccc(O)cc1)c1ccccn1 | 11%
CCN(CC)c1ccc(C(=O)Nc2ccc(F)c(Cl)c2)cc1 | 9%
COc1ccc(-c2nc3cc(NC(=O)COc4ccccc4[N+](=O)[O-])ccc3o2)cc1Br | 15%
Cc1ccc2ncnc(-c3ccccc3)c2c1 | 8%
O=C(O)CCCCCN1C(=O)C(=O)/C(=C(/O)c2ccc(F)cc2)C1c1ccc(F)cc1 (stereo not given) | 4%
C=CCn1c2ccccc2c2nnc(SCC(=O)Nc3cc(C)on3)nc21 | 0%
CC1(C)CC(=O)C(C=NCCC(c2ccccc2)c2ccccc2)=C(O)C1 | 15%
N#CCCN(C1CCCCC1)S(=O)(=O)c1ccc(-c2ccc([N+](=O)[O-])cc2)cc1 | 4%
CC(C)NC(=O)C(=O)Nc1ccc(Cl)cc1 | 0%
CCOc1ccc(-c2nnc(NC(=O)Nc3ccc(Cl)c(Cl)c3)s2)cc1 | 0%
Cc1ccc(C(=O)NC(=S)Nc2cc(Cl)cc(Cl)c2)cc1 | 14%
Cc1ccc(C(=O)NCCCNc2ccc(Cl)cc2[N+](=O)[O-])cc1 | 10%
COc1ccccc1C(=O)N/C(=C/c1ccccc1)C(=O)Nc1ccc(C(C)=O)cc1 | 11%
COc1ccc(CC(=O)c2ccc(OC)c(OC)c2)cc1OC | 11%
CCCCNCCOc1cccc(Cl)c1Cl | 5%
O=C(Nc1ccc(-c2nc3ccc(NC(=O)c4ccccc4)cc3[nH]2)cc1)c1ccccc1 | 4%
Cc1cc(C)c(NC(=O)C(C)Sc2nc3ccccc3s2)c(C)c1 (stereo not given) | 6%
O=C(N/N=C/c1cc([N+](=O)[O-])cc(Br)c1O)c1ccncc1 | 5%
Cc1ccc(CC2S/C(=N\N=C\c3ccc(O)cc3)NC2=O)cc1 (stereo not given) | 8%
Cc1ccc(O)c(/C=N/NC(=O)Cc2ccccc2)c1 | 2%
CCn1c2ccccc2c2nnc(N/N=C/c3ccc(OC)cc3)nc21 | 2%
O=C(/C=C/c1cccc([N+](=O)[O-])c1)Nc1ccccc1 | 12%
CCOc1ccc(/C=C2\SC(=S)N(CCC(=O)Nc3cccnc3)C2=O)cc1 | 22%
CC(C)(C)c1ccc(/C=N/NC(=O)C2COc3ccccc3O2)cc1 (stereo not given) | 25%
CCc1cc2c(C)c(CC)c(=O)oc2cc1OC | 0%
O=C(NCCc1cccc(C(F)(F)F)c1)C(=O)Nc1ccccc1 | 7%
Cc1ccc2oc(-c3cccc(NC(=O)c4cc([N+](=O)[O-])ccc4Cl)c3C)nc2c1 | 41%
CCN(CC)/C(=C\C(=O)c1ccc(C)cc1)c1ccccc1 | 8%
Cc1ccc([N+](=O)[O-])cc1N=Cc1ccc(N(C)C)cc1 | 15%
O=C(Nc1ccc(F)c(Cl)c1)c1cc2n(n1)C(C(F)(F)F)CC(c1cccs1)N2 (stereo not given) | 8%
COc1ccc(CC(=O)Nc2oc(-c3ccccc3)c(-c3ccccc3)c2C#N)cc1 | 16%
CCCc1n(CC(O)COc2cc(C)cc(CC)c2)c2ccccc2[n+]1C (stereo not given) | 7%
Cc1ccc(N(CC(=O)Nc2cccc(C(F)(F)F)c2)S(=O)(=O)c2ccccc2)c(C)c1 | 26%
CCN(CC)c1ccc(NC(=O)/C=C/c2cc(Br)ccc2OC)cc1 | 31%
NS(=O)(=O)c1ccc(CCNC(=O)Nc2cccc(Cl)c2)cc1 | 8%
O=C(NC1CCCCC1)C1CC(=O)N(c2cccc([N+](=O)[O-])c2)C1 (stereo not given) | 1%
COc1ccc(OC)c(N(CC(=O)Nc2ccccc2Br)S(C)(=O)=O)c1 | 0%
CC(=O)Nc1ccc(C2C(C#N)=C(N)OC3=C2C(=O)CC(C)C3)cc1 (stereo not given) | 7%
Cc1cc(OCCc2c(C)n[nH]c2C)ccc1Cl | 10%
CCC1(c2ccccc2)C(=O)c2ccccc2C1=O | 17%
COc1ccc(-c2nc3cc(NC(=S)NC(=O)c4ccc(C)cc4)ccc3o2)cc1Cl | 4%
CS(=O)(=O)N(CC(=O)Nc1cc(Cl)cc(Cl)c1)c1cccc(Cl)c1 | 15%
O=C(NC(=S)Nc1ccc(Cc2ccncc2)cc1)c1ccccc1 | 0%
CCOc1ccc(NC(=O)CN(c2ccc([N+](=O)[O-])cc2)S(=O)(=O)c2ccccc2)cc1 | 11%

4 records drawn at random from the list so far:
Molecule | RNase H inhibition
COc1ccc(-c2nc3cc(NC(=S)NC(=O)c4ccc(C)cc4)ccc3o2)cc1Cl | 4%
Cc1cc(OCCc2c(C)n[nH]c2C)ccc1Cl | 10%
O=C(NC1CCCCC1)C1CC(=O)N(c2cccc([N+](=O)[O-])c2)C1 (stereo not given) | 1%
NS(=O)(=O)c1ccc(CCNC(=O)Nc2cccc(Cl)c2)cc1 | 8%

Additional compounds:
Molecule | RNase H inhibition
CCC(C(=O)Nc1nc2ccccc2s1)c1ccccc1 (stereo not given) | 6%
COc1ccc(C(=O)Nc2ccc3ccccc3c2)c(OC)c1 | 7%
CCOC(=O)C1=C(C)N=c2s/c(=C\c3cc(Br)c(OCc4ccccc4)c(OCC)c3)c(=O)n2C1c1ccc(N(C)C)cc1 (stereo not given) | 0%
CN(C)c1ccc(-c2nc(-c3cccc([N+](=O)[O-])c3)cc(=O)o2)cc1 | 12%
N#Cc1ccc(C=Nc2cccc3c(=O)[nH][nH]c(=O)c23)cc1 | 5%
COc1ccc(N2C(=O)C(Cl)=C(Nc3cccc(C)c3)C2=O)cc1 | 18%
Cc1nc2cc(-c3cccc(F)c3)nn2c(C)c1Cl | 0%
Cc1c(NC(=O)c2cc(Br)ccc2Cl)cccc1-c1nc2ccccc2o1 | 17%
Cc1n[nH]c(C)c1CCC(=O)N/N=C/c1c(Cl)cccc1Cl | 16%
O=c1oc2ccccc2cc1-c1csc(Nc2ccccc2C(F)(F)F)n1 | 9%
COc1ccc(/C=C/C(=O)Oc2ccc(C)c(C)c2)cc1OC | 13%
N#C/C(=C\c1ccc(O)cc1)c1nc(-c2ccc(-c3ccccc3)cc2)cs1 | 22%
CCOC(=O)c1c(NC(=O)C2CCCCC2)sc(C(=O)Nc2ccc(C)c(Cl)c2)c1C | 7%
COC(=O)c1c(NC(=O)CCCOc2ccccc2)sc2c1C(C(=O)OC)CC2 (stereo not given) | 9%
Cc1ccc(C(=O)N/C(=C\c2sccc2C)C(=O)NCc2ccco2)cc1 | 0%
COC(=O)c1cc(NC(=S)NC(=O)c2ccccc2)cc(C(=O)OC)c1 | 21%
O=C1NC(c2ccccc2OCc2ccccc2)Nc2sc3c(c21)CCCC3 (stereo not given) | 26%
CCOC(=O)C1=C(C)N=c2s/c(=C\c3ccc4c(c3)OCO4)c(=O)n2C1/C=C/c1ccccc1 (stereo not given) | 11%
Cc1ccc(CCCCCCCCCCCC(=O)N2CCOCC2)cc1 | 13%
O=C(Nc1ccc(-c2nc3ccccc3o2)c(O)c1)c1ccc(OCc2ccccc2)cc1 | 0%
CSc1nc(-c2ccccc2)nc(N2CCCC2)c1C(C)=O | 14%
CCCCOC(=O)c1nc2nc(C)cc(C)n2n1 | 12%
COc1ccc2c(C)nc(NC3=NC(C)(C)CC(C)=N3)nc2c1 | 9%
Clc1cccc(Cl)c1C=NN1CCN(c2ccccn2)CC1 | 0%
O=C(NCCCN1CCOCC1)/C(=C/c1ccc(-c2cccc([N+](=O)[O-])c2)o1)NC(=O)c1ccccc1 | 0%
NNC(=O)CN1C(=O)Nc2ccc(Br)cc2C1c1ccccc1 (stereo not given) | 10%
COc1ccc(N(CC(=O)NCC2CCCO2)S(=O)(=O)c2ccc(OC)c(OC)c2)cc1 (stereo not given) | 0%
CN(C)c1ccc(N=Cc2nc(-c3ccccc3)oc2O)cc1 | 0%
O=C(NCCOC(=O)c1ccc(F)cc1)c1ccncc1 | 2%
O=C(N=Nc1c(O)[nH]c2ccc(Br)cc12)c1cc(C23CC4CC(CC(C4)C2)C3)[nH]n1 | 2%
CCOc1ccccc1NC(=O)C(=O)NCCO | 11%
CCCn1c2ccccc2c2cc(C(C)=O)ccc21 | 21%
COc1ccccc1OCCCCOc1ccc(Br)cc1Cl | 26%
Cc1cc(=O)[nH]c(Sc2nnc(-c3ccccc3)c3ccccc23)n1 | 9%
Cc1c(C=C2C(=O)N(C)C(=S)N(C)C2=O)c2ccccc2n1Cc1ccccc1 | 45%
C=CCc1ccc(OCCOCCOc2ccc(C)cc2Cl)c(OC)c1 | 20%
Cc1ccc(Cl)cc1NC(=O)CN(c1ccccc1)S(=O)(=O)c1ccccc1[N+](=O)[O-] | 5%
Cc1ccc2c(Cl)c(C(=O)Nc3nc4ccc(Cl)cc4s3)sc2c1 | 8%
O=C(NCCSc1ccccn1)c1cccc(Cl)c1 | 8%
CCN(C(=O)c1ccccc1)c1ccccc1 | 0%
COc1ccc(NC(=O)COc2c(C)cc(C)cc2C)c(OC)c1 | 2%
CCOC(=O)C1=C(C)N=c2s/c(=C\c3ccc(Br)o3)c(=O)n2C1c1cccc(OC)c1 (stereo not given) | 14%
COc1ccc(N(CC(=O)Nc2ccc(C)cc2C)S(=O)(=O)c2ccccc2)cc1 | 0%
Cc1ccc(N2C(=O)C3C4c5ccccc5C(c5ccccc54)C3(C)C2=O)cc1Cl (stereo not given) | 43%
COc1ccc(CCNC(=O)CN(c2ccc(C)cc2)S(=O)(=O)c2ccc(F)cc2)cc1OC | 0%
COc1ccc(NC(=O)c2ccc(C)cc2Cl)cc1Cl | 6%
COc1ccc(C(=O)NC(=S)Nc2cc(-c3nc4ccccc4s3)ccc2Cl)cc1[N+](=O)[O-] | 23%
C=CCOc1ccc2c(C)c(CC)c(=O)oc2c1 | 11%
O=C(NC(=S)Nc1cc([N+](=O)[O-])ccc1F)c1ccccc1I | 13%
C=CCNC(=O)C(=O)NCCc1ccccc1 | 5%
CCOC(=O)c1ccccc1NC(=O)C1CC(=O)N(c2ccc(CC)cc2)C1 (stereo not given) | 34%
O=C(NN=C1CCCCCC1)c1ccc(Cl)cc1O | 2%
O=C(CSc1nnc(-c2ccc(Cl)cc2)n1-c1ccccc1)N/N=C/c1ccccc1O | 15%
COc1ccc(CCNC(=O)c2cc(Cl)ccc2[N+](=O)[O-])cc1OC | 0%
Cn1c(=O)c([N+](=O)[O-])c(-n2ccnc2)c2ccccc21 | 7%
COc1cc(/C=C2/SC(=S)NC2=O)cc(Cl)c1OCc1ccc(Cl)c(Cl)c1 | 49%
Cc1ccc2nc(NCc3ccco3)c(C=NCc3ccco3)c(=O)n2c1 | 19%
Cc1cc(Br)cc2c(N=Nc3ccccn3)c(O)[nH]c12 | 6%
Cn1c(SCC(=O)N/N=C/c2ccco2)nc2ccccc21 | 2%

Assay outcomes as filed in PubChem.
